LmPK inhibitor: qHTS Assay for Inhibitors of Leishmania Mexicana Pyruvate Kinase (LmPK) | Q27686 | purified LmPK, Kinase-Glo ATP luminescence, 1 h | Potency, µM (series often up to 57.5 µM), for the others: at the highest dose activity change, negative = inhibition, most hits filed as inhibitors | hit rate 0.37% among 290,000
Target sequence (Q27686 whole entry, looked up): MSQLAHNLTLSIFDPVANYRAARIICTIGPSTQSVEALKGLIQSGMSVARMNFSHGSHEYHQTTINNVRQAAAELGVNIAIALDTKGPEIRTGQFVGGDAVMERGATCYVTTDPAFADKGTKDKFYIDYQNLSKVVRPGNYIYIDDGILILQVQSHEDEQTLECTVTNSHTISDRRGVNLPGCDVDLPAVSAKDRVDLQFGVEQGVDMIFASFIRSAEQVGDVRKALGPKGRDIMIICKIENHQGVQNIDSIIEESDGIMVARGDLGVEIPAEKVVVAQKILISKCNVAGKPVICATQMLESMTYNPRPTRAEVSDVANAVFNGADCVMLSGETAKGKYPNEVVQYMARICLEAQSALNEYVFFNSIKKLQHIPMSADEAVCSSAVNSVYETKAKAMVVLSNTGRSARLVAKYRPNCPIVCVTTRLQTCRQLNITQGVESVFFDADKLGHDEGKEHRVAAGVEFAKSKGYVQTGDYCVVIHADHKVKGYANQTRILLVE
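Purified LmPK (0.1 nM) converted ADP (0.1 mM) to ATP with PEP (0.5 mM) in imidazole buffer pH 7.2 with KCl and MgCl2, 1 h at room temperature. ATP was read by Kinase-Glo luminescence; data normalized to uninhibited and no-enzyme controls.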
Pf growth 96h: Primary qHTS for delayed death inhibitors of the malarial parasite plastid, 96 hour incubation; Potency, µM (titrated, usually from 28.7 µM), without a hit: at the top dose activity change, negative = inhibition, most hits filed as inhibitors; P. falciparum luciferase reporter growth, 96 h; AID 504834, 2011; hit rate 6.9% among 320,000
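Compounds incubated with erythrocytes infected by luciferase-expressing P. falciparum (2% hematocrit, 0.05% parasitemia final) for 96 hours, 37 C in 5% CO2. Growth inhibition scored as decreased luciferase luminescence.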
Sm TGR inh: qHTS Assay for the Inhibitors of Schistosoma Mansoni Peroxiredoxins; Schistosoma mansoni thioredoxin glutathione reductase (TGR), Q962Y6; purified TGR, DTNB reduction, TNB absorbance 405 nm; Potency, µM (highest dose often 114 µM), inactives show at the highest dose activity change, negative = inhibition, usual class: inhibitors; hit rate 3% among 360,000; AID 485364, 2010; also: nearly all actives have a fitted effect of over 60% in size
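Kinetic colorimetric format: TGR-catalysed, NADPH-driven DTNB reduction monitored via TNB absorbance. Enzyme dispensed at 20 nM; compound exposure 15 min at room temperature before reaction start.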
TbPYK inhibitor: qHTS of Trypanosoma Brucei Inhibitors | pyruvate kinase (Trypanosoma brucei), Q57TT1 | TbPYK enzyme, Kinase-Glo Plus ATP luminescence, 45 min | Potency, µM (series often up to 76.8 µM), for the others: top-dose activity, negative = inhibition, actives largely listed as inhibitors | hit rate 0.12% among 410,000 | AID 624173, 2012; also: nearly all actives have a fitted effect of over 50% in size
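T. brucei PYK with substrate was exposed to pin-transferred compounds across a concentration series, then started with 130 uM ADP (final). After 45 min at room temperature, Kinase-Glo Plus luminescence was read, normalized and curve-fitted.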
Pf growth 48h: Primary qHTS for delayed death inhibitors of the malarial parasite plastid, 48 hour incubation. P. falciparum luciferase growth in erythrocytes, 48 h. Potency, µM (series often up to 28.7 µM), for inactives: at the highest dose activity change, negative = inhibition, most hits filed as inhibitors. hit rate 5.9% among 310,000. AID 504832, 2011
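Cell-based growth assay: transgenic P. falciparum expressing firefly luciferase, cultured in red cells within RPMI 1640 containing 0.5% w/v Albumax, 24 mM bicarbonate and gentamycin. A drop in luciferase activity indicates inhibition.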
HCV inh: qHTS Assay for Inhibitors of Hepatitis C Virus (HCV); Huh7.5.1 HCVcc-Cre infection, luciferase reporter, 44 h; Potency, µM (doses to about 41.8 µM), for the others: top-dose activity change, negative = inhibition, usual class: inhibitors; hit rate 3.4% among 340,000; AID 651820, 2012
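Cells (1,000/well) were plated 4 h before compound, then infected with HCVcc-Cre virus (~0.5 moi). After 44 h further culture, infection was read as luciferase luminescence following a 15 min substrate incubation at room temperature.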
An asterisk follows results filed as active; ? = inconclusive; . = not tested or not shown; & = joins results of further samples; [ ] = another dose, or the depositor's remark. Calls follow the shape of the dose curve; as a rule, active = well fitted curve in the direction sought with a large enough effect; inconclusive = small, poorly fitted or top-dose-only effect, or another doubt; inactive = no such curve, though single readings can be large; an effect the other way counts as inactive or inconclusive. % is scaled to controls: 0 for no effect and ±100 for the full control effect; potency is read from the fitted curve at half-maximal effect.

Every second line gives: HCV inh	LmPK inhibitor	TbPYK inhibitor	Pf growth 48h	Pf growth 96h	Sm TGR inh
- Cc1ccccc1CNS(=O)(=O)c1csc(C(N)=O)c1
    9%	1%	-7%&-8%	-27%	6.6µM*	-4%&8%
- Brc1ccc2[nH]c3c(c2c1)CCC3
    ?	1%	2%	5%	6%	-3%
- O=C(CN(Cc1ccc(Cl)cc1)C(=O)c1csnn1)NCc1ccccc1
    -7%	-2%	3%	0%	4%	12%
- Cc1ccc(NC(=O)CSc2nnc(N)s2)cc1S(=O)(=O)N1CCCCC1
    ?	9%	1%	?	?	0%
- COc1cccc(NC(=O)CN(C)C(=O)c2cc(C3CC3)nn2-c2ccccc2)c1
    -21%	.	3%	?	-26%	-7%
- CC(C)(C#N)N([O-])C=C[N+](=O)C(C)(C)C#N
    10%	0%	2%	9%	?	9%
- CCCCn1c(=O)c(Cc2ccccc2)c(O)c2ccccc21
    3%	1%	0%	0%	?	-4%
- O=C(COC(=O)C1CCN(c2ccc(C(F)(F)F)cn2)CC1)Nc1ccc(F)cc1[N+](=O)[O-]
    26%	.	5%	9%	34%	-6%
- CC(=O)Nc1ccc(NC(=O)CSc2nc(C)nc3sc(C)c(C)c23)cc1
    12%	-5%	-2%	-3%	79%[activator]	2%
- Cc1cc(C)cc(NC(=O)C(=O)NCC2CCCO2)c1 (configuration not stated)
    9%	-14%	-2%	68%[activator]	3%[5.75 µM]	.
- CCCc1nc2ccccc2c(=O)n1CC(=O)c1ccccc1
    -1%	5%	1%	5%	23%	7%
- Cc1nc(N2CCC(C)CC2)c2c(C)c(C(=O)Nc3ccc(C)c(F)c3)sc2n1
    -21%	-1%	-3%	?	-30%	-2%
- Cc1[nH]c2c(C(F)(F)F)cccc2c1CCN
    1%	5%	3%	-11%	48%[activator]	6%
- CCCCN(CC)C(=O)Cc1ccc(Br)cc1
    15%	-6%	-12%	-4%	-21%	0%
- COc1cccc(NC(=O)CSc2ccc(-c3sc(C)nc3C)nn2)c1
    32µM*	1%	6%	?	?	7%

Gathered by group: those above with fluorine.
Every second line gives: HCV inh	LmPK inhibitor	TbPYK inhibitor	Pf growth 48h	Pf growth 96h	Sm TGR inh
- O=C(COC(=O)C1CCN(c2ccc(C(F)(F)F)cn2)CC1)Nc1ccc(F)cc1[N+](=O)[O-]
    26%	.	5%	9%	34%	-6%
- Cc1nc(N2CCC(C)CC2)c2c(C)c(C(=O)Nc3ccc(C)c(F)c3)sc2n1
    -21%	-1%	-3%	?	-30%	-2%
- Cc1[nH]c2c(C(F)(F)F)cccc2c1CCN
    1%	5%	3%	-11%	48%[activator]	6%

(listing goes on)
Every second line gives: HCV inh	LmPK inhibitor	TbPYK inhibitor	Pf growth 48h	Pf growth 96h	Sm TGR inh
- C=CCN1C(=O)NC(c2ccccc2)(C(F)(F)F)S/C1=C(\C#N)c1nnc(N2CCOCC2)n1-c1ccccc1 (configuration not stated)
    ?	-2%	5%	-31%	-29%	-20%
- O=C(CCn1cnnn1)Nc1ccc(Cl)c(Cl)c1
    -7%	3%	4%	24%	2%	.
- Cc1ccc(S(=O)(=O)N2CCCCC2)cc1C(=O)c1nccn1C
    -5%	12%	-2%	.	?	20%[11.4 µM]
- COc1cc2c(cc1OC)CN(C(=O)CSc1nc(N)c(C#N)cc1C#N)CC2
    -21%	0%	-4%	-20%	5%[5.75 µM]	-25%
- CCOC(=O)c1ccccc1Cc1nc2ccccc2c(=O)[nH]1
    9%	-6%	-8%	4%	-10%	-1%
- Cc1ccc(S(=O)(=O)n2nc(-c3cccnc3)nc2N)cc1
    -2%	-1%	1%	18%	5%	-6%
- COc1cccc(NS(=O)(=O)c2cc3c(cc2C)NC(=O)CO3)c1
    -16%	-1%	-6%	5%	41%[activator]	-26%
- O=C(CCCNS(=O)(=O)c1cccc2nsnc12)NC1CCCCC1
    11%	3%	-1%	?	?	-2%
- COc1ccc(CNc2ccc3c(c2)CCC3)cc1Br
    -3%	3%	2%	56%[activator]	7.4µM*	-23%
- COc1ccc(OC(C)C(=O)Nc2cccc(F)c2)cc1 (configuration not stated)
    -22%	0%	-1%	-5%	1µM*	-2%
- COCCCNC(=O)/C(C#N)=C/c1c(N2CCCCCC2)nc2ccccn2c1=O
    -2%	1%	-6%	?	?	13%
- Cc1cc(C(F)(F)F)c2sc(N)nc2n1
    ?	16%	-7%	.	?	-3%[11.4 µM]
- O=C(Cc1ccc([N+](=O)[O-])cc1)N/N=C/c1ccc([N+](=O)[O-])o1
    14µM*	2%	-1%	?	?	?
- CS(=O)(=O)Oc1ccc2c(c1)O/C(=C\c1cccc([N+](=O)[O-])c1)C2=O
    10%	2%	2%	?	?	-11%
- Nc1nonc1-n1nnc(C(=O)N/N=C/c2cccnc2)c1-c1ccccc1
    4%	-9%	-3%	?	12µM*	-7%

One compound at a time, as listed above.
Profile of Cc1ccccc1CNS(=O)(=O)c1csc(C(N)=O)c1 : HCV inh: 9%; LmPK inhibitor: 1%; TbPYK inhibitor: -7%&-8%; Pf growth 48h: -27%; Pf growth 96h: 6.6µM*; Sm TGR inh: -4%&8%
Profile of COc1cccc(NS(=O)(=O)c2cc3c(cc2C)NC(=O)CO3)c1 : HCV inh: -16%; LmPK inhibitor: -1%; TbPYK inhibitor: -6%; Pf growth 48h: 5%; Pf growth 96h: 41%[activator]; Sm TGR inh: -26%

New compounds follow
Every second line gives: HCV inh	LmPK inhibitor	TbPYK inhibitor	Pf growth 48h	Pf growth 96h	Sm TGR inh
- Cc1ccc(CSc2ccc(-c3cccs3)nn2)cc1
    12%	-4%	-6%&-9%	149%[activator]	150%[activator]	1%&-5%
- COc1cccc2cc(C(=O)Nc3ccccc3C(=O)N3CCOCC3)oc12
    4%	-1%	4%	2%	?	11%
- CCOC(=O)N1CCN(C(=O)CSc2ccc(-c3ccc(OC)c(OC)c3)nn2)CC1
    -8%	-6%	0%	-15%	?	5%
- Cc1ccc(S[C@@H](CCN2CC[C@H](O)CCC2=O)c2ccccc2)cc1
    -5%	1%	5%	18%	-18%	-7%
- CCOc1ccccc1NC(=O)NC(C)c1ccncc1 (configuration not stated)
    -19%	-2%	0%	1%	70%[activator]	0%
- CN1C(=O)C(C2c3ccccc3C(=O)N2Cc2ccccc2)C(=O)N(C)C1=O (configuration not stated)
    10%	14%	-2%	14%	39%[activator]	5%
- O=C(NCc1ccc(F)cc1)c1ccc(CS(=O)Cc2ccccc2Cl)o1 (configuration not stated)
    -21%	-5%	4%	18%	4%	?
- O=C(CNC(=O)c1ccccc1)Nc1ccc(Br)cc1C(=O)c1ccccc1
    ?	0%	-5%	-10%	16%	-6%
- CCOC(=O)c1ccc2c(c1)n(CCCS(=O)(=O)[O-])c(/C=C/c1ccc(Cl)cc1)[n+]2CC
    ?	1%	-6%	9.3µM*	?	-15%
- COc1ccc(CNC(=O)CN(c2ccc(C(C)C)cc2)S(=O)(=O)c2c(C)noc2C)cc1
    10µM*	-2%	4%	-14%	?	-2%
- CCC12CN3CC(CC)(CN(C1)C3c1cccnc1)C2=O (configuration not stated)
    7%	-11%	2%	?	.	-1%
- CC(=O)Nc1ccc(S(=O)(=O)Nc2ccc3c(c2)n(C)c(=O)n3C)c(C)c1
    5%	5%	2%&2%	-3%	19%	-22%&-1%
- c1ccc(OCCSc2nc3ccccc3[nH]2)cc1
    -9%	3%	-4%	?	7.4µM*	6%
- CN(Cc1ccccc1)C(=O)C1CCCN(Cc2cccc(Cl)c2)C1 (configuration not stated)
    21%	-1%	4%&-5%	-6%	-21%	-3%
- COc1cc(/C=N/Nc2nc(=O)[nH]nc2C)cc(OC)c1O
    1%	2%	-6%	?	?	.
- CCC(CC)C(=O)Nc1cccc(C(=O)Nc2ccc(S(=O)(=O)Nc3ccc(C)cc3)cc2)c1
    16µM*	2%	0%	?	?	7%
- O=C(COC(=O)/C=C/c1cccs1)Nc1ccccc1Cl
    0%	0%	1%	25%	31%[activator]	1%
- COCCNS(=O)(=O)c1ccc(OCC(=O)N2CCc3ccccc3C2)c(Cl)c1
    -3%	1%	5%	-26%	-17%	-23%
- CCC(C)N(C(=O)CSc1nnc2ccccn12)C1CCS(=O)(=O)C1 (configuration not stated)
    13%	.	-5%	-16%	13%	1%
- COc1cc2c(cc1OC)C(c1cc([N+](=O)[O-])ccc1O)NCC2 (configuration not stated)
    7%	6%	-2%	2%	12%	.
- Nc1ccc2c(c1)Cc1ccccc1-2
    ?	0%	-3%	60%[activator]	60%[activator]	-2%
- CC(C)N(C(=O)COC(=O)[C@@H]1CC(O)CN1S(=O)(=O)c1ccccc1[N+](=O)[O-])C(C)C (some centres not stated)
    -4%	-1%	3%	-4%	1%	-19%
- O=C(CNS(=O)(=O)c1ccc([N+](=O)[O-])cc1)N/N=C\c1ccc(O)cc1
    -5%	4%	4%	?	?	5%
- Cc1nc(CN2CCN(C(=O)NC3(c4ccccc4)CC3)CC2)cs1
    1%	-9%	-3%	-3%	43%[activator]	-12%
- COc1ccc(C2Nc3ccccc3C(=O)N2O)cc1CN1CCOCC1 (configuration not stated)
    3%	-1%	-6%	7%	21%	-24%
- O=C(O)CN1C(=O)CSc2ccccc21
    8%	0%	2%	4%	?	4%
- CCN(C1CCCCC1)S(=O)(=O)c1ccc(S(=O)(=O)N(CC(=O)Nc2ccccc2)C2CC2)cc1
    12%	2%	-16%	1%	.	0%
- O=C(CN1CCN(S(=O)(=O)c2cccs2)CC1)N1CCCCC1
    -16%	.	-6%	9%	6%	?
- COc1c(Br)cc(/C=N/n2c(-c3ccccc3)n[nH]c2=S)c(O)c1Br
    11%	-7%	-21%	2%	?	0%
- CCn1c(CNC(=O)C2CCCCC2)cc2cc(C)ccc21
    23%	0%	1%	0%	94%[activator]	1%
- C=Cn1ccnc1P(=S)(c1ccc2c(c1)c1ccccc1n2CC)c1nccn1C=C
    ?	2%	-6%	2.9µM*	1%	4%
- Cc1ccc(C)c(OCCC(=O)NNC(=O)Cn2nc(C)cc2C)c1
    7%	.	-23%	-4%	-1%	5%
- CC1(C)Cc2cccc(OCC(=O)Nc3nccs3)c2O1
    -5%	1%	0%	-14%	-12%	-1%

Structures shown so far that have a Cl atom:
Every second line gives: HCV inh	LmPK inhibitor	TbPYK inhibitor	Pf growth 48h	Pf growth 96h	Sm TGR inh
- O=C(CN(Cc1ccc(Cl)cc1)C(=O)c1csnn1)NCc1ccccc1
    -7%	-2%	3%	0%	4%	12%
- O=C(CCn1cnnn1)Nc1ccc(Cl)c(Cl)c1
    -7%	3%	4%	24%	2%	.
- O=C(NCc1ccc(F)cc1)c1ccc(CS(=O)Cc2ccccc2Cl)o1 (configuration not stated)
    -21%	-5%	4%	18%	4%	?
- CCOC(=O)c1ccc2c(c1)n(CCCS(=O)(=O)[O-])c(/C=C/c1ccc(Cl)cc1)[n+]2CC
    ?	1%	-6%	9.3µM*	?	-15%
- CN(Cc1ccccc1)C(=O)C1CCCN(Cc2cccc(Cl)c2)C1 (configuration not stated)
    21%	-1%	4%&-5%	-6%	-21%	-3%
- O=C(COC(=O)/C=C/c1cccs1)Nc1ccccc1Cl
    0%	0%	1%	25%	31%[activator]	1%
- COCCNS(=O)(=O)c1ccc(OCC(=O)N2CCc3ccccc3C2)c(Cl)c1
    -3%	1%	5%	-26%	-17%	-23%

Source: PubChem
